HIV RNase H inh – inhibitors of HIV-1 reverse transcriptase RNase H | P04585 | RT-RNase H RNA/DNA duplex cleavage, fluorescence | inhibition, % at 10 µM | 65,000 tested, 1.9% active | AID 565; in the data active = inhibition above about 50%
RmlCD inh mix – RmlC/RmlD inhibition, mixture screen; RmlC/RmlD coupled enzyme inhibition, 384-well mixture HTS; inhibition, % at 5.5 µM; 110,000 tested, 0.39% active; in the data active = inhibition above about 30%, passing the limit was not always enough; inconclusive = no clear call, values can overlap the other calls; note: strong numbers were not always called active
The depositor's hits bear a star; ? = inconclusive; . = no result given. A portion of the library; the hit share may differ from the screen's.

cpd	canonical_smiles	HIV RNase H inh	RmlCD inh mix
1	CCOC(=O)CN1C(=O)NC2NC(=O)NC21 (stereo not given)	-1	-3
2	Cc1ccc(S(=O)(=O)NCCSCc2ccccc2)cc1	.	11
3	O=C(CSc1nnc(-c2ccccc2)o1)N1CCN(c2ccccc2)CC1	2	-12
4	CCNC(=O)C1(c2ccccc2)CCCC1	-5	-11
5	O=c1c(-c2ccc(Cl)cc2)coc2c(CN3CCOCC3)c(O)ccc12	-5	-13
6	c1nc(N2CCCC2)c2[nH]cnc2n1	.	-5
7	COc1cccc(C2=CC(c3cccc(OC)c3OC(F)F)n3nnnc3N2)c1 (stereo not given)	-7	6
8	C=C1CCN([C@H](C(=O)NCc2cc(OC)c(OC)c(OC)c2)C(C)C)S(=O)(=O)c2ccccc21	.	5
9	Cc1nc2sc(C(c3ccc(C(C)C)cc3)N3CCN(CCO)CC3)c(O)n2n1 (stereo not given)	-1	-8
10	Cc1ccccc1C(=O)Nc1ccc(-c2nc3ccc(C(=O)c4ccccc4)cc3[nH]2)cc1	.	-9
11	O=C(NCc1cccnc1)/C(=C/c1ccco1)NC(=O)c1ccccc1	.	4
12	COc1ccc(NS(=O)(=O)c2ccc(NC(=O)C3CCCO3)cc2)cc1 (stereo not given)	3	-7
13	COc1ccccc1Oc1ccc(S(=O)(=O)N2CCOCC2)cc1S(=O)(=O)N1CCOCC1	0	-23
14	C=CCN1C(=O)CSC1=Nc1cccc(O)c1	0	4
15	Cc1ccc(S(=O)(=O)N2CC(O)CC2C(=O)Nc2ccc3c(c2)CCC3)cc1 (stereo not given)	6	-13
16	C=CCOC(=O)CCCC(=O)NC1CCCCC1	4	-9
17	CCOC(=O)C(CCC(=O)O)(CCC(C)C)c1csc(N)n1 (stereo not given)	.	-13
18	N=P(N1CCOCC1)(N1CCOCC1)C12CC3CC(CC(C3)C1)C2	-2	.
19	COc1ccc(OC)c(NC(=O)Cn2cnc3c(cnn3-c3ccccc3)c2=O)c1	-4	3
20	COc1ccccc1C(O)P(=O)(OC(C)C)c1ccc(N(C)C)cc1 (stereo not given)	1	-10
21	O=C1SC(c2ccccc2)=C/C1=C\N1CCCCC1	5	15
22	Nn1c(SCC(=O)NC2CCCCC2)nnc1C1CC1	-1	9
23	COC/C=C/C1=CC2=CC(=O)C(C)(OC(=O)c3cnc4ccccc4n3)C(=O)C2=CN1Cc1ccc(OC)cc1 (stereo not given)	.	-6
24	O=C(CN1C(=O)NC2(CCCCCC2)C1=O)N1CCN(S(=O)(=O)c2ccc(Cl)cc2)CC1	.	-11
25	COc1ccc(S(=O)(=O)NCc2ccc(C(=O)N3CCC4(CC3)OCCO4)cc2)cc1	-6	-3

17 compounds from above, sorted by heavy-atom count, smallest number first:
cpd	canonical_smiles	HIV RNase H inh	RmlCD inh mix
4	CCNC(=O)C1(c2ccccc2)CCCC1	-5	-11
14	C=CCN1C(=O)CSC1=Nc1cccc(O)c1	0	4
16	C=CCOC(=O)CCCC(=O)NC1CCCCC1	4	-9
21	O=C1SC(c2ccccc2)=C/C1=C\N1CCCCC1	5	15
22	Nn1c(SCC(=O)NC2CCCCC2)nnc1C1CC1	-1	9
2	Cc1ccc(S(=O)(=O)NCCSCc2ccccc2)cc1	.	11
17	CCOC(=O)C(CCC(=O)O)(CCC(C)C)c1csc(N)n1 (stereo not given)	.	-13
18	N=P(N1CCOCC1)(N1CCOCC1)C12CC3CC(CC(C3)C1)C2	-2	.
20	COc1ccccc1C(O)P(=O)(OC(C)C)c1ccc(N(C)C)cc1 (stereo not given)	1	-10
5	O=c1c(-c2ccc(Cl)cc2)coc2c(CN3CCOCC3)c(O)ccc12	-5	-13
3	O=C(CSc1nnc(-c2ccccc2)o1)N1CCN(c2ccccc2)CC1	2	-12
15	Cc1ccc(S(=O)(=O)N2CC(O)CC2C(=O)Nc2ccc3c(c2)CCC3)cc1 (stereo not given)	6	-13
9	Cc1nc2sc(C(c3ccc(C(C)C)cc3)N3CCN(CCO)CC3)c(O)n2n1 (stereo not given)	-1	-8
25	COc1ccc(S(=O)(=O)NCc2ccc(C(=O)N3CCC4(CC3)OCCO4)cc2)cc1	-6	-3
24	O=C(CN1C(=O)NC2(CCCCCC2)C1=O)N1CCN(S(=O)(=O)c2ccc(Cl)cc2)CC1	.	-11
13	COc1ccccc1Oc1ccc(S(=O)(=O)N2CCOCC2)cc1S(=O)(=O)N1CCOCC1	0	-23
8	C=C1CCN([C@H](C(=O)NCc2cc(OC)c(OC)c(OC)c2)C(C)C)S(=O)(=O)c2ccccc21	.	5

Later entries.
cpd	canonical_smiles	HIV RNase H inh	RmlCD inh mix
26	CC(Nc1ncnc2nc[nH]c12)c1ccccc1 (stereo not given)	-9	7
27	CN(C)c1nc(OCCOC(=O)c2ccccc2)nc(N(C)C)n1	-30	11
28	CC(C)n1cc(C(=O)c2cc(Br)ccc2O)cc(C#N)c1=O	.	-3
29	CCn1c(SCC(=O)NCc2ccco2)nc2cccnc21	-14	10
30	Cc1ccc(C2c3c(-c4ccccc4O)n[nH]c3C(=O)N2Cc2ccncc2)cc1 (stereo not given)	0	-9
31	O=C(CSC1=NS(=O)(=O)c2ccccc21)Nc1ccccc1	55*	0
32	C=CCNC(=O)c1cnc2n(c1=O)CCS2	-2	15
33	Cc1cc(=O)oc2cc(OCC(=O)NCc3ccco3)ccc12	.	-12
34	CCOC(=O)CSc1nc2sc3c(c2c(=O)n1C1CCCCC1)CCN(C)C3	.	9
35	CCOc1ccc(CNC(=O)c2cc3oc4ccccc4c3n2C)cc1	.	-50
36	O=C(c1cccc(F)c1)N1CCc2ccccc2C1	-24	4
37	CCN(CCCNC(=O)C1CCC(=O)N1Cc1ccc(C)cc1)c1cccc(C)c1 (stereo not given)	-4	0
38	Cc1nc(NCCc2ccccc2)c2oc3ccccc3c2n1	.	-13
39	CCOC(=O)c1sc(N)nc1C(C)(C)C	.	1
40	O=c1[nH]c2c(s1)C(c1ccccc1)C1C3CCC(C3)C1S2 (stereo not given)	12	3
41	CCN(CC)c1ccc(N=Cc2c(O)n(-c3ccc(OC)cc3)c(=O)[nH]c2=O)cc1	.	8
42	CCCC(=O)Nc1cccc2c1CCCC2	-4	-5
43	CCCCN(C(=O)NC(=O)Nc1cccc(C)c1C)S(C)(=O)=O	-15	27
44	COC(=O)c1ccccc1NC(=O)CN(C)S(=O)(=O)c1ccc(OC)cc1	0	1
45	O=C(NCc1nc2ccccc2[nH]1)C1=C[C@H](C2CCCCC2)C[C@H](OCCCCO)O1	.	15
46	O=C(CSc1nccc(-c2ccc(Br)cc2)n1)NCCc1ccccc1	.	-15
47	CCOC(=O)Nc1ccc(S(=O)(=O)Nc2cc(C)nc(C)n2)cc1	.	7
48	N=c1n(CCO)c2ccccc2n1Cc1ccccc1	-3	1
49	O=C(NN1c2ccccc2CCc2ccccc21)c1ccccc1Br	.	-6
50	O=C(CN1C(=O)c2cccc3cccc1c23)N1CCN(Cc2ccc3c(c2)OCO3)CC1	-39	6
51	CCOC(=O)N1CCC(N2C(=O)c3ccccc3C2Nc2ccc3c(c2)OCCO3)CC1 (stereo not given)	6	-11
52	COc1ccc(Cc2nc3ccc(S(=O)(=O)N4CCOCC4)cc3[nH]2)cc1OC	.	-3
53	CCN1CCN(C(=O)c2cc3sccc3n2CC(=O)c2ccccc2)CC1	-10	3
54	Cc1ccc2c(C(=O)CN3CCSCC3)c(C)[nH]c2c1	1	-15
55	Cc1onc(-c2ccccc2Cl)c1C(=O)N1CCCCC1C(=O)O (stereo not given)	-8	-26
56	Cc1ccc(-c2ccc(=O)n(CC(=O)NCCCN3CCCCC3)n2)cc1	-23	-9
57	CCOc1ccc(C2C(C(=O)NC)=C(C)Nc3nc4ccccc4n32)cc1OC (stereo not given)	1	6
58	Cc1nn(CC(=O)NCc2ccccc2Cl)c(C)c1[N+](=O)[O-]	.	-2
59	COc1ccc(OC)c2c(N3CCN(C)CC3)cc(C(F)(F)F)nc12	0	8
60	N#CCSc1nc(-c2ccccc2)cs1	-60	-14
61	C(=N\N(c1ccccc1)c1ccccc1)/c1ccc2c(c1)OCO2	.	5
62	Cc1noc(C)c1C(=O)NCCCN1CCCC1=O	-6	6
63	CCc1ccc(N=C2N=C(N)c3ccccc32)cc1	.	-8
64	CC(c1ccc(F)cc1)n1cc(C(=O)NCc2ccc3c(c2)OCO3)nn1 (stereo not given)	-4	-12
65	CCN(Cc1cc2cc(OC)ccc2[nH]c1=O)C(=O)c1ccncc1	-7	-3
66	CCc1nnc(NC(=O)C2CCCN(c3nc4ccccc4s3)C2)s1 (stereo not given)	6	-1
67	Cc1cc(C)cc(NC(=O)Cn2c(SCc3cc(C)ccc3C)nc3ccncc32)c1	.	5
68	COCCSc1ccccc1C(=O)Nc1cccnc1	.	1
69	COc1ccccc1N1CCN(CCCNC(=O)Nc2ccccc2C)CC1	-6	10
70	O=C(NCc1ccncc1)C(F)(F)C(F)(F)C(=O)NCc1ccncc1	-11	7
71	COc1ccc(C(=O)Nn2c(SCC(=O)NCc3ccco3)nc3ccccc3c2=O)cc1	-1	-35
72	O=C(c1cccc(F)c1)N1CCCC(C(=O)N2CCCC2)C1 (stereo not given)	-3	-6
73	O=C(NCS(=O)(=O)c1ccccc1)c1ccccc1	-7	-3
74	COc1ccc(-c2nn(-c3ccccc3)cc2C(=O)O)cc1	-9	-14
75	O=C(Nc1cccc(Cl)c1)N(Cc1nc2ccccc2c(=O)[nH]1)C1CCCC1	6	-11

Remaining list, next part:
cpd	canonical_smiles	HIV RNase H inh	RmlCD inh mix
76	O=C(c1ccc2c(c1)OCO2)N1CCN(C(=O)c2ccco2)CC1	.	-7
77	COc1ccc(S(=O)(=O)N2CCN(CCC(=O)Nc3ccccc3F)CC2)cc1	.	3
78	CC[C@H](C)[C@@H](NC(=O)O[C@@H]1C(=O)c2cc(OC)ccc2O[C@H]1c1ccc(OC)c(Br)c1)C(=O)OC	.	-10
79	CC(=O)C1C(=O)C=C(c2ccco2)CC1c1ccccc1 (stereo not given)	4	-18
80	O=C(O)c1cccnc1SCC(=O)N1CCCCCC1	-1	-25
81	COc1ccc(C(=O)O/N=C/c2ccc(S(=O)c3ccc(Cl)cc3)nc2)cc1 (stereo not given)	.	-8
82	CCOC(=O)c1c(N)n(CC(C)NC(=O)C2CC2)c2nc3ccccc3nc12 (stereo not given)	.	?
83	CC(CCc1ccccc1)NC(=O)c1nnc(Cc2ccc(Cl)cc2)o1 (stereo not given)	.	6
84	Cc1cccc(-c2cc3c(nn2)-c2ccccc2C3=O)c1	.	-17
85	CCSc1nc(N)c2c3c(sc2n1)CCC3	4	25
86	O=C(/C=C/c1ccc(Cl)cc1)c1cccnc1	.	-8
87	Cc1cc(NC(=O)c2ccc3c(c2)C(=O)N(C)C3=O)no1	.	3
88	O=C(NCc1ccco1)C(c1ccccc1)N(C(=O)Cc1cccs1)c1ccccc1F (stereo not given)	.	4
89	COc1cccc(OCC(O)CO)c1 (stereo not given)	-7	3
90	Cc1ccnc(NC(=O)CCC(=O)N(CC(=O)NC2CCCCC2)CC2CCCO2)c1 (stereo not given)	-3	15
91	Cc1cc(C)n(-c2cc(N3CCN(C(=O)c4ccccc4C)CC3)ccc2[N+](=O)[O-])n1	.	1
92	CN(CC(=O)NC1CCCCC1)S(=O)(=O)c1ccc(Br)s1	-7	-14
93	Cc1ccccc1C(=O)Nc1cccc(NC(=O)Cn2cnc3c(=O)n(C)c(=O)n(C)c32)c1	6	10
94	O=C(CCc1nc2ccccc2c(=O)[nH]1)OCC(=O)N1CCN(S(=O)(=O)c2ccccc2)CC1	-9	-13
95	COc1ccc(OC)c(/C=N/NC(=O)c2cc[n+](CC(=O)c3ccccc3)cc2)c1	.	13
96	O=C(c1ccco1)N1CCN(C(=O)c2cccn3c(=O)c4c5c(sc4nc23)CCCC5)CC1	-5	.
97	O=C(Nc1cccn(Cc2c(Cl)cccc2Cl)c1=O)c1ccc(Cl)cc1	.	-12
98	CC(C)NC(=O)c1onc(CSc2ccccc2)c1C(=O)O	.	14
99	Nc1c(C(=O)NC2CCCCC2)c2nc3ccccc3nc2n1/N=C/c1ccco1	6	.
100	CC1(C)CC(=O)C2(CC3=C(CC(C)(C)CC3=O)O2)C(=O)C1	-6	-7
101	Nc1ccccc1C#Cc1cnccn1	.	6
102	COc1ccc(-c2ccc(S(=O)(=O)N3CCOCC3)cc2)cc1	18	18
103	O=c1c2ccccc2nc2n1C(CSc1ccc(F)cc1)CN2 (stereo not given)	.	4
104	O=[N+]([O-])c1ccccc1N/N=C\c1ccccc1Cl	.	-16
105	Cc1ccc(-n2c3c(c(=O)[nH]c2=O)C(C(F)(F)F)(C(F)(F)F)NC(=O)N3)cc1	.	16
106	CCOC(=O)N1CCN(CC(=O)Nc2cc(OCC)ccc2OCC)CC1	3	-8
107	CC(C(=O)N1CCOCC1)(c1ccccc1)c1ccccc1	-6	-11
108	O=C(CN1CCC(C(O)(c2ccccc2)c2ccccc2)CC1)Nc1ccccc1	.	8
109	O=C(N/N=C/c1ccc(OC(=O)c2ccccc2)cc1)c1ccc(CN2CCOCC2)cc1	.	9
110	CCCCOC(=O)Nc1nnc(-c2ccccc2OC)s1	7	3
111	CCOC(=O)N1CCC(=C2c3ccc(Cl)cc3CCc3cccnc32)CC1	-14	6
112	O=C(CSc1nccc2ccccc12)N1CCN(c2ccccn2)CC1	-71	.
113	CCN(CC(=O)Nc1ccc2c(c1)OCCO2)C(=O)c1cccc(S(=O)(=O)N2CCOCC2)c1	3	-12
114	CC1CC(c2ccccc2)n2nc(NC(=O)c3cccs3)nc2N1 (stereo not given)	3	-15

Bioassay records from PubChem.
